RPL19A TOR yeast – alters RPL19A-GFP fluorescence in TOR pathway yeast screen; AID 2025; percent response vs DMSO, % at 10 µM; S. cerevisiae RPL19A-GFP strain, flow cytometry, 3 h; stronger effect = lower value; actives 0.3% (n = 330,000);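 active means percent response vs DMSO below 50%; inconclusive means fewer than 70 events counted for the yeast strain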;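 further: median channel GFP fluorescence of the barcoded RPL19A-GFP strain; ratio of sample median GFP to plate DMSO average so 100% = DMSO; lower means less RPL19A-GFP as with rapamycin TOR inhibition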
EBNA-1 inh – blocks EBNA-1 binding to DNA | EBNA-1 DNA binding, fluorescence polarization | inhibition, % at 14.8 µM | actives 0.34% (n = 300,000) | AID 1950; in the data active means inhibition above about 28%
LAP4 TOR yeast – yeast TOR pathway LAP4-GFP modulation; S. cerevisiae LAP4-GFP multiplex, flow cytometry GFP, 3 h; median GFP as percent of DMSO wells; actives 0.34% (n = 320,000); GFP response vs DMSO, % at 10 µM;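 active means GFP response vs DMSO above a set limit, about the screen mean plus 3 SD, cut at about 150% in these data; inconclusive means under 70 cell events counted for the yeast strain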
ZTA DNA inh – counter-screen for EBNA-1 inhibitors: inhibitors of Epstein-Barr virus ZTA; P03206; ZTA-DNA binding, fluorescence polarization; inhibition, % at 11 µM; actives 0.15% (n = 320,000); AID 2234; in the data active means inhibition above about 33%
procasp7 counter – activates human procaspase-7, counter-screen for procaspase-3 activators | AID 463210 | activation, % at 8.5 µM | actives 0.093% (n = 330,000) | P55210 | recombinant procaspase-7, Ac-DEVD-pNA absorbance 405 nm; D23A/D198A/D206A triple mutant, cannot self-cleave; scale: DMSO 0, 5 µM enzyme 100;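 active means percent activation above the screen-wide mean plus 3 SD, cut at about 25% in these data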
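buffer or medium = Zinc-free HEPES/NaCl buffer, pH 7.4 | material = Procaspase-7 triple mutant (PC-7 D3A) | input = 2 µM procaspase-7 mutant as dispensed | signal = Epi-absorbance of released pNA at 405 nm, two timepoints | timing = 1 h preincubation, 2 h reaction | replicates = singlicate compound testing | evaluation = % activation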
AHR activator – activates the human aryl hydrocarbon receptor | activation, % at 5 µM | P35869 | actives 2.5% (n = 320,000) | AID 2796 | AHR-responsive luciferase reporter cells, luminescence; in the data active means activation above about 47%;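 further: 0% = vehicle wells and 100% = reference agonist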
proCasp3 act – procaspase-3 (human) activation. actives 0.11% (n = 330,000). recombinant procaspase-3 D3A, Ac-DEVD-pNA absorbance 405 nm. activation, % at 8.5 µM;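 active means activation above the mean of all tested compounds plus 3 SD, cut at about 21% in these data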;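 further: 0% = DMSO alone and 100% = DMSO wells spiked with extra 5 µM PC-3 D3A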
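System: Procaspase-3 D3A mutant. Medium: Zinc-free 300 mM NaCl, 50 mM HEPES, 0.01% Triton X-100. Schedule: 1 h preincubation plus 2 h reaction at 25 °C. Measured by: 405 nm absorbance of p-nitroaniline, reads at 0 and 120 min. Read-out: percent activation relative to control range.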
MEP2-GFP yeast – modulators of TOR pathway MEP2-GFP in S. cerevisiae | actives 0.51% (n = 330,000) | AID 2016 | S. cerevisiae MEP2-GFP strain, flow cytometry GFP, 3 h; 100% = DMSO control level | GFP response vs DMSO, % at 10 µM;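 active means GFP response versus DMSO above a set limit, roughly screen mean plus 3 SD, cut at about 180% in these data; inconclusive means fewer than 70 cells counted for a yeast strain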;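 further: median GFP fluorescence of the barcode-gated MEP2-GFP cells per well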
The depositor's hits bear a star; ? = inconclusive; · = not tested or not shown.

#	SMILES	RPL19A TOR yeast	EBNA-1 inh	LAP4 TOR yeast	ZTA DNA inh	procasp7 counter	AHR activator	proCasp3 act	MEP2-GFP yeast
1	CCOc1ccc(S(=O)(=O)Nc2cc(OC)ccc2OC)cc1	100	7	96	13	6	2	0	102
2	COc1ccc2nc3cc(Cl)ccc3c(Nc3cc(C(C)C)c(O)cc3C)c2c1	77	-11	·	-16	26*	-2	-18	82
3	COc1ccccc1C(=O)OC1CCCN(C)C1 (stereo not given)	103	6	95	-9	9	2	5	105
4	COc1ccc(N(C(=O)Cn2nnc(-c3ccc(F)cc3)n2)C(C)C(=O)NC2CCCC2)cc1OC (stereo not given)	106	4	92	-3	-6	0	4	107
5	CCC(C(=O)N1CCN(c2ccccn2)CC1)n1nc(C)n2c(cc3occc32)c1=O (stereo not given)	103	-3	99	8	17	-1	3	112
6	CCS(=O)(=O)N1Cc2ccccc2CC1C(=O)Nc1ccccc1OC (stereo not given)	95	-5	102	5	-5	11	15	96
7	Clc1ccc(-c2nnc(SCc3cn4ccsc4n3)n2CC2CCCO2)cc1 (stereo not given)	91	-4	91	6	5	-2	-2	94
8	COc1cc2c(cc1NC(=O)CN1CCN(S(=O)(=O)c3ccccc3F)CC1)oc1ccccc12	92	7	101	2	3	-3	0	93
9	CC(=O)c1cccc(S(=O)(=O)Nc2c(C)nn(C)c2C)c1	94	·	90	-2	1	1	4	93
10	CCN1CCN(c2nc(Nc3ccccc3)nc(N)c2[N+](=O)[O-])CC1	105	6	87	-3	3	2	-4	95
11	COc1cc(NS(=O)(=O)c2ccc(NC(=O)CSC3=NCCS3)cc2)nc(OC)n1	99	1	101	10	9	-2	0	100
12	O=C(/C=C/c1ccccc1Cl)NC1CCS(=O)(=O)C1 (stereo not given)	96	-25	95	-12	3	2	-3	101
13	O=c1oc2c(-c3ccc([N+](=O)[O-])cc3)cc(O)cc2s1	99	-10	97	0	-34	2	-20	95
14	S=C(NCCC1=CCCCC1)Nc1ccccc1	104	-8	125	-3	5	0	5	120
15	CCn1c(=S)[nH]c2sc3c(c2c1=O)CCCCC3	107	1	87	8	-9	6	-12	106
16	COC(=O)c1c(Cc2ccccc2Cl)c[nH]c1C	102	11	94	3	1	5	2	94
17	Cn1cccc1/C=N/NC(=O)c1ccc(OC(F)(F)C(F)F)cc1	95	-8	92	-17	-3	3	12	103
18	CC(C)N(C(=O)CSc1nc(COc2ccccc2)nc2ccccc12)C(C)C	98	0	102	7	-2	-1	1	104
19	CC1C(O)=C(c2nc3ccccc3[nH]2)C(=N)N1c1ccccc1 (stereo not given)	98	12	106	14	5	11	3	98
20	O=C(COc1ccc(S(=O)(=O)N2CCOCC2)cc1Cl)N1CCOCC1	102	-2	98	4	3	-1	-7	109
21	CCOC(=O)c1cnc(-n2nc(C)cc2C)nc1N(CC)CC	97	-3	94	-17	7	8	1	101
22	Cc1nc2scc(C)n2c(=O)c1S(=O)(=O)N1CCN(c2ccc(F)cc2)CC1	91	-12	108	-2	5	1	-3	118
23	COCCNC(=O)/C(C#N)=C/c1ccc(OCc2ccccc2)cc1	95	10	109	4	3	2	6	102
24	C/C(=C\C(=O)c1cccnc1)Nc1ccc(C)c(C)c1	92	7	102	6	3	1	-1	106
25	Cc1c(C(=O)NCCC2=CCCCC2)oc2ccc(S(=O)(=O)N3CCOCC3)cc12	98	12	104	18	-1	1	-2	99
26	Cc1ccc(C2=NN(S(C)(=O)=O)C(c3cccs3)C2)cc1 (stereo not given)	105	-3	111	-4	6	7	2	105
27	Cn1c(CCN2CCN(c3ccccc3)CC2)nc2cc(NC(=O)c3ccco3)ccc21	107	5	99	-1	3	9	9	101
28	COc1ccc(CN(CCN2CCOCC2)C(=O)c2c(F)cccc2F)cc1OC	101	-1	109	-28	4	5	-7	104
29	C/C(=C1/SC(=S)N(CCC(=O)O)C1=O)c1ccc(O)cc1	102	3	117	1	-21	2	-17	106
30	O=C(NCC1CCCO1)/C(=C/c1ccccc1)NC(=O)c1ccccc1 (stereo not given)	103	-8	82	10	-14	14	1	102
31	CCN(CC)S(=O)(=O)c1cc(C(=O)OC(C)C(=O)NCc2ccco2)ccc1C (stereo not given)	105	·	107	-13	-4	-1	-7	103
32	c1ccc(CSc2nnnn2-c2ccc3c(c2)OCCO3)nc1	98	1	99	-1	-5	3	17	104
33	CCC(=O)N(Cc1ccco1)C1CC(=O)N(c2ccccc2)C1=O (stereo not given)	99	5	83	8	-6	-2	2	100
34	COc1ccc(S(=O)(=O)Nc2nnc(Cc3ccc(OC)c(OC)c3)s2)cc1	94	7	97	1	-3	0	-3	97
35	CN1CCN(c2nc(Nc3ccc(O)cc3)nc3ccccc23)CC1	96	10	103	-1	4	1	-4	101
36	Cc1ccc(C2CC(c3ccccc3Cl)n3nc(N)nc3N2)cc1 (stereo not given)	99	-2	93	11	1	3	0	107
37	N#CCSc1nc2ccc(N3CCOCC3)cc2c(=O)n1CCc1ccccc1	94	4	90	-11	-14	1	1	96
38	CCOC(=O)c1c(NC(C)=O)sc2c(OCC(O)CN(CC)CC)c(Br)ccc12 (stereo not given)	101	-8	99	-11	8	4	-4	99
39	Cc1ccc(NC(=O)c2cnccn2)c(C)c1	105	0	102	-16	3	1	-3	114
40	Cc1cc(NC(=O)CCC(=O)N(CC(=O)NCC2CCCO2)c2ccc3c(c2)OCCO3)no1 (stereo not given)	101	-9	98	-5	-5	7	-5	104
41	COC(=O)c1cc(C(=O)Nc2nc3ccccc3[nH]2)cc([N+](=O)[O-])c1	95	4	109	17	4	11	-1	101
42	CCc1cccc(NC(=O)Cn2cc(C=O)c3ccccc32)c1	100	-3	99	16	3	2	0	105
43	c1ccc(-c2cc3c(N4CCN(c5ncccn5)CC4)ncnc3s2)cc1	93	-7	105	-7	-1	23	1	101
44	O=[N+]([O-])c1ccc(Cl)c(C2Nc3cccc4cccc(c34)N2)c1	102	-7	110	-14	-15	17	-4	103
45	O=C(CN1CCN(Cc2ccc(Cl)cc2)CC1)N/N=C/c1cccc(F)c1	102	-10	110	0	1	2	3	100
46	CCCn1c(=O)c2c(c3ccccc31)OCC(=O)N2	98	-1	93	5	2	23	-1	100
47	CC(=O)c1sc(N/N=C/c2cccc(O)c2)nc1C	92	-3	97	-2	-10	1	2	98
48	COc1ccc(CNC(=O)C2CC=CCC2C(=O)O)cc1OC (stereo not given)	99	9	103	13	-5	17	1	98
49	COc1ccccc1NC(=O)CCN1CC(C)OC(C)C1 (stereo not given)	100	2	103	-1	9	1	2	108
50	COc1ccc(CCC(=O)Nc2nnc(C(F)(F)F)s2)cc1	104	7	94	3	2	2	2	103
51	CCOC(=O)/C=C1\SCC(=O)N1CC(=O)Nc1ccc(C(C)C)cc1	101	-1	103	-2	-1	12	4	105
52	CN(Cc1nc2ccccc2n1C)c1ccccc1	103	2	98	4	8	34	2	112
53	Cc1cc(C)c(N(C(=O)Cn2nnc3ccccc32)C(C(=O)NC(C)(C)C)c2ccsc2)c(C)c1 (stereo not given)	101	8	97	-6	4	-2	-5	101
54	CC(C)OCCCn1c(SCC(=O)N2CCc3ccccc32)nc2ccccc2c1=O	?	7	?	-17	6	5	-2	?
55	CCN(CC)C(=O)C1CCCN(Cc2ccccc2C(F)(F)F)C1 (stereo not given)	106	-16	100	-5	-13	4	0	98
56	O=C(NCCN1CCOCC1)c1ccccc1[N+](=O)[O-]	93	5	86	0	0	3	9	103
57	Cc1ccc(S(=O)(=O)N2CCN(C(=O)c3ccc(S(=O)(=O)N4CCCC4)cc3)CC2)cc1	103	9	89	-3	6	25	8	106
58	Cc1cc2ncn(CCCCOc3ccccc3)c2cc1C	96	3	108	-2	-11	0	3	99
59	CC(C)[C@H](NC(=O)NCCc1ccc(F)cc1)C(=O)O	103	-5	104	4	-2	4	-2	105
60	CN(C)C(=S)Oc1ccccc1-c1ccccc1OC(=S)N(C)C	90	6	122	-29	-3	-1	0	89

Whole records, quoted from the list. Order of values: RPL19A TOR yeast, EBNA-1 inh, LAP4 TOR yeast, ZTA DNA inh, procasp7 counter, AHR activator, proCasp3 act, MEP2-GFP yeast
`Cc1cc(C)c(N(C(=O)Cn2nnc3ccccc32)C(C(=O)NC(C)(C)C)c2ccsc2)c(C)c1` (stereo not given) in the list: 101, 8, 97, -6, 4, -2, -5, 101
`CC(C)[C@H](NC(=O)NCCc1ccc(F)cc1)C(=O)O` in the list: 103, -5, 104, 4, -2, 4, -2, 105
`CCOC(=O)/C=C1\SCC(=O)N1CC(=O)Nc1ccc(C(C)C)cc1` in the list: 101, -1, 103, -2, -1, 12, 4, 105

Remaining list, next part
#	SMILES	RPL19A TOR yeast	EBNA-1 inh	LAP4 TOR yeast	ZTA DNA inh	procasp7 counter	AHR activator	proCasp3 act	MEP2-GFP yeast
61	CCCCOc1ccc(NC(=O)Nc2nnc(C)s2)cc1	96	12	96	14	-2	24	-4	109
62	Cc1c(C#N)c(N)nc(Cl)c1C#N	94	5	104	8	3	5	-10	96
63	Cn1c(CN2CCOCC2)nc2cc(NC(=O)c3ccc(Cl)cc3)ccc21	100	-6	105	4	6	-14	6	105
64	CC(NC(=O)C1CCN(C(=O)c2ccc(F)cc2)CC1)c1ccc(-n2ccnc2)cc1 (stereo not given)	93	·	99	3	4	4	-1	97
65	CC1CC(C)CN(S(=O)(=O)N2CCCC(C(=O)NC(C)c3ccccc3)C2)C1 (stereo not given)	84	-5	88	-15	2	-1	9	136
66	CN(C)c1ccc(C(=O)NCCCSc2ccccc2)cc1	?	-11	?	-12	1	19	1	?
67	Cc1ccc(COc2ccsc2C(=O)NN)cc1	91	0	112	7	-2	8	-1	106
68	O=C(NC1CCCN(Cc2ccc(Cl)cc2)C1)c1c(F)ccc(F)c1F (stereo not given)	100	8	94	2	-14	-3	-11	110
69	CCCCCCc1c(O)nc(SCC(=O)O)[nH]c1=O	96	9	99	9	2	0	-1	99
70	O=C(N/N=C/c1c[nH]c2ccccc12)c1ccncc1	94	-8	96	-12	0	26	6	103
71	S=C1NCN(Cc2ccccc2)CN1C1CCCCC1	93	-1	122	-2	-2	0	3	116
72	C=CCCC(=O)N1CCC(Oc2cccc(C(=O)NCc3ccccn3)c2)CC1	99	9	106	19	2	-2	0	98
73	COc1cc(/C=C/c2onc(C)c2[N+](=O)[O-])cc(OC)c1OC	96	3	105	14	5	0	2	97
74	O=C(Nc1ccc(Cl)cc1C(=O)Nc1ccc(Br)cn1)c1ccco1	·	1	107	2	1	61*	-1	104
75	CCCCN(CCCC)C(=O)C1CC=CCC1C(=O)O (stereo not given)	98	5	99	-4	11	-2	2	102
76	O=C(O)CC1(CC(=O)N2CCOCC2)CCCC1	88	9	93	8	7	-2	7	114
77	Cc1ccc(S(=O)(=O)N2CCCCC2)cc1C(=O)N1CCCCCC1	107	·	105	-5	5	-1	5	109
78	Cc1ccccc1OCC(=O)Nn1c(COc2ccccc2)nc2ccccc2c1=O	103	-5	99	8	-1	15	1	106
79	Cc1cc2cc(CNC(=O)C3CCCC3)ccc2n1C	88	-13	100	1	-8	1	-9	95
80	CN(Cc1ccccc1)C(=O)CC(=O)N(C)Cc1ccccc1	94	-5	100	-5	12	-1	12	98
81	Cc1cc(=O)oc2c3c4c(cc12)OCCN4CCC3	94	2	92	1	-2	8	-2	98

Source: PubChem
